Screening data as filed in PubChem.
Growth percent in the NCI-60 one-dose screen (48 h, 10 µM unless noted): 100 = growth as untreated, 0 = no growth, -100 = all killed.
KM12: KM12 colon cancer cells; 82,000 compounds, 5% hits
SF-268: SF-268 CNS cancer cells; 82,000 compounds, 3.1% hits; AID 1794759
HCC-2998: HCC-2998 colon cancer; AID 1794799; 79,000 compounds, 4.7% hits
SW-620: SW-620 colon cancer; 82,000 compounds, 5.2% hits; AID 1794795
SF-539: SF-539 CNS cancer; 81,000 compounds, 6.8% hits; AID 1794752
HT29: HT29 colon cancer | AID 1794748 | 81,000 compounds, 7.4% hits
SNB-19: SNB-19 CNS cancer cells | 81,000 compounds, 2.5% hits
SF-295: SF-295 CNS cancer cells | 79,000 compounds, 5.6% hits | AID 1794758
SNB-75: SNB-75 CNS cancer | 79,000 compounds, 5% hits
Numbers without * were called inactive; . = no result given. The calls were made as follows: active = growth percent below 10; inactive = the rest.

Preview (13 entries):
SMILES | KM12 | SF-268 | HCC-2998 | SW-620 | SF-539 | HT29 | SNB-19 | SF-295 | SNB-75
CC(CN1CCN(CC(C)C(=O)c2ccccc2)CC1)C(=O)c1ccccc1 (configuration not stated) | 105 | 112 | 102 | 116 | 101 | 102 | 104 | 131 | 97
Nc1cc(Nc2ccccc2Cl)nc(N)n1 | 103 | 101 | 90 | 105 | 101 | 81 | 110 | 106 | 105
O=C1Nc2ccc(Cl)cc2C12NCCc1cc(O)c(O)cc12 (configuration not stated) | 111 | 104 | 104 | 92 | 89 | 116 | 97 | 104 | 72
COc1ccc(/C=C/c2nc(Nc3ccc(S(=O)(=O)NC(C)=O)cc3)c3ccccc3n2)cc1 | 58 | 85 | 82 | 68 | 97 | 67 | 79 | 81 | 98
Nc1ccc2[nH]c(-c3ccccc3)cc(=O)c2c1 | 45 | 91 | 78 | 58 | 88 | 79 | 89 | 94 | 82
O=[N+]([O-])c1ccc(CC(Cl)c2ccccn2)cc1 (configuration not stated) | 109 | 101 | 104 | 102 | 101 | 96 | 96 | . | .
Clc1ccc(Cl)c(Cl)c1Cl | 112 | 112 | 109 | 104 | 112 | 103 | 101 | 109 | 109
NC1=NC2(CS1)CSC(N)=N2 | 107 | 105 | 96 | 105 | 108 | 107 | 97 | 99 | 89
CCCN1C(=O)/C(=C2\SC(=N)NC2=O)c2ccccc21 | 96 | 95 | 98 | 102 | 94 | 99 | 97 | 92 | 98
COc1ccc(OCCSc2nc3sc4c(c3c(=O)[nH]2)CCCC4)cc1 | 102 | 108 | 92 | 95 | 99 | 105 | 106 | . | 89
COc1cc(/C=C\c2ccc(-c3ccc(-c4cc(OC)c(OC)c(OC)c4)cc3)cc2)cc(OC)c1OC | 111 | 113 | 102 | 102 | 127 | . | 99 | . | 95
CN(C(=O)COC(=O)/C=C/c1ccc([N+](=O)[O-])cc1)C1CCS(=O)(=O)C1 (configuration not stated) | 86 | 102 | 72 | 95 | 82 | 40 | 108 | 98 | 91
CC(=O)OC[C@@]1(C)C2CC[C@]3(C)C(CC=C4C5CC(C)(C)CC[C@]5(C(=O)Nc5ccc(Br)cc5)CC[C@]43C)[C@@]2(C)C[C@@H](OC(C)=O)[C@@H]1OC(C)=O (some centres not stated) | 46 | 66 | 38 | 40 | 39 | 27 | . | 27 | 56

The list itself, repeating the preview:
SMILES | KM12 | SF-268 | HCC-2998 | SW-620 | SF-539 | HT29 | SNB-19 | SF-295 | SNB-75
CC(CN1CCN(CC(C)C(=O)c2ccccc2)CC1)C(=O)c1ccccc1 (configuration not stated) | 105 | 112 | 102 | 116 | 101 | 102 | 104 | 131 | 97
Nc1cc(Nc2ccccc2Cl)nc(N)n1 | 103 | 101 | 90 | 105 | 101 | 81 | 110 | 106 | 105
O=C1Nc2ccc(Cl)cc2C12NCCc1cc(O)c(O)cc12 (configuration not stated) | 111 | 104 | 104 | 92 | 89 | 116 | 97 | 104 | 72
COc1ccc(/C=C/c2nc(Nc3ccc(S(=O)(=O)NC(C)=O)cc3)c3ccccc3n2)cc1 | 58 | 85 | 82 | 68 | 97 | 67 | 79 | 81 | 98
Nc1ccc2[nH]c(-c3ccccc3)cc(=O)c2c1 | 45 | 91 | 78 | 58 | 88 | 79 | 89 | 94 | 82
O=[N+]([O-])c1ccc(CC(Cl)c2ccccn2)cc1 (configuration not stated) | 109 | 101 | 104 | 102 | 101 | 96 | 96 | . | .
Clc1ccc(Cl)c(Cl)c1Cl | 112 | 112 | 109 | 104 | 112 | 103 | 101 | 109 | 109
NC1=NC2(CS1)CSC(N)=N2 | 107 | 105 | 96 | 105 | 108 | 107 | 97 | 99 | 89
CCCN1C(=O)/C(=C2\SC(=N)NC2=O)c2ccccc21 | 96 | 95 | 98 | 102 | 94 | 99 | 97 | 92 | 98
COc1ccc(OCCSc2nc3sc4c(c3c(=O)[nH]2)CCCC4)cc1 | 102 | 108 | 92 | 95 | 99 | 105 | 106 | . | 89
COc1cc(/C=C\c2ccc(-c3ccc(-c4cc(OC)c(OC)c(OC)c4)cc3)cc2)cc(OC)c1OC | 111 | 113 | 102 | 102 | 127 | . | 99 | . | 95
CN(C(=O)COC(=O)/C=C/c1ccc([N+](=O)[O-])cc1)C1CCS(=O)(=O)C1 (configuration not stated) | 86 | 102 | 72 | 95 | 82 | 40 | 108 | 98 | 91
CC(=O)OC[C@@]1(C)C2CC[C@]3(C)C(CC=C4C5CC(C)(C)CC[C@]5(C(=O)Nc5ccc(Br)cc5)CC[C@]43C)[C@@]2(C)C[C@@H](OC(C)=O)[C@@H]1OC(C)=O (some centres not stated) | 46 | 66 | 38 | 40 | 39 | 27 | . | 27 | 56
COc1ccc(-c2cc(C(=O)Nc3ncc(Cc4ccccc4)s3)c3ccccc3n2)cc1 | 99 | 100 | 93 | 90 | 100 | 109 | 104 | 105 | 95
COc1ccc(C(NC23CC4CC(CC(C4)C2)C3)c2nnnn2C(C)(C)CC(C)(C)C)cc1 (configuration not stated) | 98 | 85 | 106 | 99 | 96 | 92 | 88 | 79 | 80
C[n+]1c2ccccc2c(-c2ccccc2)c2ccccc21 | 60 | 40 | 82 | 70 | 52 | 63 | 42 | 26 | 86
CS(=O)(=O)Nc1ccc(C(=O)NC(C(=O)NO)c2ccc(-c3cc(F)cc(F)c3)cc2)cc1 (configuration not stated) | 103 | 93 | 109 | 98 | 102 | 108 | 90 | 102 | 112
Cn1c(=O)c2c(ncn2CC(=O)Nc2ccc(S(N)(=O)=O)cc2)n(C)c1=O | 101 | 101 | 114 | 103 | 96 | 95 | 102 | 103 | 88
Clc1ccc(OC2CCO2)cc1Cl (configuration not stated) | 105 | 95 | 92 | 103 | 96 | 92 | 112 | 97 | 71
COc1ccc(-c2nc(SCC(C)C)nc(N/N=C\c3cccc(Cl)c3)c2C#N)cc1 | . | 90 | 98 | 94 | 82 | 102 | 88 | 94 | 24
COCCN(/N=N/c1nc[nH]c1C(N)=O)C(C)(C)C | 91 | 89 | 95 | 84 | 94 | 108 | 114 | 89 | 68
CCOC(=O)OCc1ccccc1 | 117 | 106 | 105 | 107 | 111 | 106 | 106 | 108 | 127
N#Cc1c(NC(=O)Nc2ccccc2Br)sc2c1CCCCC2 | 99 | 95 | 107 | 96 | 97 | 94 | 93 | 99 | 85
COc1cc(F)c(/C=C/c2cc(/C=C/c3cc(OC)c(OC)cc3F)on2)cc1OC | 55 | 87 | 92 | 80 | 98 | 78 | 77 | 98 | 98

The last two entries of the section before open the next one.
SMILES | KM12 | SF-268 | HCC-2998 | SW-620 | SF-539 | HT29 | SNB-19 | SF-295 | SNB-75
N#Cc1c(NC(=O)Nc2ccccc2Br)sc2c1CCCCC2 | 99 | 95 | 107 | 96 | 97 | 94 | 93 | 99 | 85
COc1cc(F)c(/C=C/c2cc(/C=C/c3cc(OC)c(OC)cc3F)on2)cc1OC | 55 | 87 | 92 | 80 | 98 | 78 | 77 | 98 | 98
O=c1oc2ccc([N+](=O)[O-])cc2cc1Br | 107 | 103 | 114 | 98 | 82 | 102 | 108 | 99 | 87
C[C@H](Nc1nc(NCCc2ccccc2)nc2ccccc12)c1ccccc1 | -77* | -70* | -99* | . | -96* | -91* | -75* | -96* | -45*
O=c1nc2sc3ccc(Br)cc3cc-2s1 | 91 | 92 | 102 | 93 | 103 | 115 | 96 | 107 | 82
CCOC(=O)[C@H](CSSc1ncnc2cc[nH]c12)NC(=O)[C@@H](C)c1ccc2cc(OC)ccc2c1 | 23 | 33 | 25 | 19 | 11 | 16 | 92 | 17 | 50
CC(C)C(=O)OCCCOCCCOc1ccccc1 | 108 | 101 | 116 | 106 | 106 | 96 | 112 | 98 | 101
COc1ccc2cc(-c3cc(OC)c(OC)c(OC)c3)c(=O)oc2c1 | 66 | 90 | 87 | 44 | 80 | 44 | 80 | 71 | 65
COc1ccc(C2NC(=O)N=C3C2C(N)=NN3c2ccccc2)cc1 (configuration not stated) | 101 | 113 | 101 | 94 | 96 | 103 | 92 | 91 | 101
CCOP(=O)(OCC)OC[C@]12CC[C@@H](C)[C@H](C)C1C1=CC[C@@H]3[C@@]4(C)CCCNC(C)(C)[C@@H]4CC[C@@]3(C)[C@]1(C)CC2 (some centres not stated) | 18 | 37 | -55* | -55* | 60 | -31* | 17 | 19 | 67
CC(=O)Oc1csc(N(C(C)=O)c2cccc(C(F)(F)F)c2)n1 | 99 | 89 | 108 | 99 | 91 | 102 | 98 | 96 | .
CCOC(=O)c1ccc(NC(=O)CSc2nnc(Cc3ccccc3Nc3c(Cl)cccc3Cl)n2CC)cc1 | 113 | 90 | 106 | 101 | 96 | 110 | 98 | 100 | 95
CC(=O)Nc1ccc2c(c1)C(=O)c1ccc(Cl)cc1-2 | 102 | 104 | 103 | 105 | 104 | 93 | 98 | 105 | 90
COc1ccc(/C=C/C(=O)c2ccc(NC(=O)CSc3nc4c([nH]3)c(=O)n(C)c(=O)n4C)cc2)cc1OC | 72 | 83 | 76 | 96 | 80 | 103 | 63 | 93 | 82
CCC(C)n1ncc2c(N(C)C)ncnc21 (configuration not stated) | 106 | 106 | 103 | 97 | 123 | 92 | 108 | 102 | 94
Cc1ccc(CNc2ccc(Cl)cc2NCc2ccc(C)c(O)c2)cc1O | -1.5* | 28 | 23 | 26 | 26 | 49 | 30 | 74 | 41
Cc1nn(-c2ccc(Br)cc2)c2nc(CCl)[nH]c(=O)c12 | 84 | 99 | 105 | 110 | 77 | 104 | 97 | 100 | 100
CCC1(C)NCCO1 (configuration not stated) | 113 | 101 | 103 | 104 | 80 | 95 | 105 | 81 | 89
O=C(COc1ccc(NC(=O)Nc2ccc(Cl)cc2)cc1)N=Nc1c(O)[nH]c2ccc([N+](=O)[O-])cc12 | -47* | 20 | 26 | 20 | 16 | 35 | 19 | 87 | 30
O=C1[C@H]2Cc3c([nH]c4ccccc34)[C@H](c3ccc(Br)cc3)N2C(=O)CN1C1CCN(Cc2c(F)cccc2F)CC1 | 79 | 78 | 87 | 92 | 92 | 83 | 92 | 93 | .
O=C(Nc1ccc(Cl)cc1)c1ccc(Cl)cc1 | 86 | 93 | 95 | 105 | 98 | 85 | 107 | 87 | 89
CCOc1cc(/C=C/C(=O)CC(=O)/C=C/c2ccc(OC(=O)CNCCN(CC)CC)c(OCC)c2)ccc1OC(=O)CNCCN(CC)CC | -60* | 3.2* | -71* | -58* | -58* | -88* | 11 | -18* | -15*
Cc1nc2ccccc2n1CC1C(=O)NC(=S)NC1=O | 101 | 99 | 111 | 101 | 101 | 105 | 99 | 104 | 86
COc1ccc2oc(=O)cc(C3NNC(=S)N3)c2c1 (configuration not stated) | 103 | 102 | 122 | 106 | 100 | 102 | 99 | 99 | 81
Cc1ccccc1C(=O)Oc1cc(Cl)c(Cl)cc1Cl | 101 | 105 | 109 | 109 | 104 | 94 | 104 | 97 | 90
COc1ccc(C2C=C(C)N=C3SC(C)=CN32)cc1OC (configuration not stated) | 109 | 102 | 104 | 103 | 119 | 113 | 90 | 111 | 92
O=S(=O)(OCCCCCCCCCOS(=O)(=O)c1ccc(F)cc1)c1ccc(F)cc1 | 94 | 96 | 110 | 99 | 94 | 89 | 91 | 96 | 88
Cc1ccc(N)cc1F | 100 | 99 | 106 | 107 | 100 | 110 | . | 110 | 101
COCCCNC1=C(C#N)C(=O)NC2(CCCC2)S1 | 107 | 99 | 105 | 108 | 95 | 104 | 100 | 100 | 96
CCN(CC)S(=O)(=O)c1cccc([N+](=O)[O-])c1 | 108 | 93 | 101 | 100 | 99 | 88 | 103 | 94 | 80
O=C(Nc1nc(-c2ccc(Cl)cc2)cc(-c2ccc(Cl)cc2)n1)c1cccnc1 | 94 | 98 | 116 | 97 | 107 | 96 | 94 | 104 | 100
N#CCCCCCn1c2ccccc2c2c3c(c4c5ccccc5n(CCCCCC#N)c4c21)C(=O)N(O)C3=O | 72 | 70 | 81 | 106 | 71 | 68 | 67 | 89 | 100
COC(=O)c1ccc2c(c1)C(=O)N(Cc1ccc(S(N)(=O)=O)cc1)C2=O | 99 | 99 | 106 | 102 | 100 | 99 | 98 | 98 | 94
C[C@H]1C=C(C[C@@H](O)CC#CC#CCCCCC[C@@H](O)[C@H]2CCC(=O)O2)C(=O)O1 | 110 | 110 | 105 | 103 | 93 | 99 | 102 | 106 | 118
CC1(CNC(=O)C(=O)NCC2(C)CO2)CO1 (configuration not stated) | 107 | 85 | 102 | 94 | 91 | 92 | 91 | 130 | 97
Oc1ccc(-c2ccc3c(c2)ncn3-c2ccncc2)cc1 | 97 | 95 | 99 | 79 | 65 | 86 | 90 | 88 | 82
Cc1[nH]ncc1[N+](=O)[O-] | 101 | 98 | 100 | 88 | 107 | 110 | 97 | 96 | 101
CNCCn1c(=O)c2cc(OC)c(OC)cc2c2ccc3cc4c(cc3c21)OCO4 | 3.2* | 12 | -52* | -47* | -30* | 2.8* | 8.3* | 6.7* | -0.4*
c1n[nH]cc1-c1nc2ccc3cn[nH]c3c2c2c1CCCC2 | 96 | 94 | 104 | 109 | 81 | 95 | 82 | 89 | 108
c1ccc(Nc2nnc(-c3cc(-c4cccnc4)n(-c4ccccc4)n3)s2)cc1 | 60 | 113 | 73 | 97 | 104 | 3.7* | 102 | 41 | 102
CC(C)[C@H](NC(=O)c1cc2ccccc2[nH]1)C(=O)Nc1nccs1 | 103 | 94 | 103 | 98 | 101 | 105 | 100 | 98 | 78
COc1ccc(C(C)OC)cc1OC (configuration not stated) | 101 | 98 | 100 | 97 | 99 | 111 | 99 | 103 | 74
Cn1c(N2CCOCC2)nc(-c2ccccc2)c(C#N)c1=O | 98 | 123 | 140 | 111 | 130 | 118 | 110 | 126 | 118
c1ccc(Cn2nnc3c(Sc4nc5ccccc5o4)ncnc32)cc1 | 105 | 106 | 93 | 100 | 97 | 98 | 103 | 96 | 99
CC(=O)NC1=NC(=O)/C(=C/c2ccc(Cl)cc2Cl)N1C | 106 | 98 | 115 | 112 | 110 | 115 | 97 | 101 | 88
c1ccc2c(c1)nc(-n1cccc1)c1nc3ccccc3n12 | 91 | 92 | 91 | 80 | 82 | 83 | 80 | 86 | 90
O=C(Nc1cccc(-c2nc3ccccc3c(=O)[nH]2)c1)c1c[nH]c2ccccc12 | 73 | 97 | 55 | 84 | 102 | 99 | 98 | 103 | 72
